Screening data deposited in PubChem BioAssay by The Scripps Research Institute Molecular Screening Center.
phage Ecoli inh: E. coli growth loss with phage present; growth absorbance; 0.26% of 360,000 active; inhibition, % at 11.9 µM; in the data active = inhibition above about 11%
The depositor's hits bear a star. Not all compounds are listed (hit frequency here may not be typical).

SMILES	phage Ecoli inh
CCCCCCCCN1C(=O)[C@@H](CC(=O)N2CCC(c3ccccc3)CC2)C[C@@]2(C(=O)OC)C1=C[C@H](C(C)(C)C)O[C@@H]2C	1.2
CC(=O)C1CCC2C(CCC3=CC(=O)CCC32)C1 (stereo not drawn)	1.6
CCCS(=O)(=O)NC(=O)C1(C)CCN(C(=O)COc2ccc(Cl)cc2Cl)C1 (stereo not drawn)	2.8
CC(=NOC(=O)c1ccc(Cl)cc1)c1nccs1	-1.2
COC(=O)C1=C(C)N(C)C(=NCc2cccc(C(F)(F)F)c2)NC1c1ccc(F)cc1 (stereo not drawn)	4.0
O=C(NC1CCCCC1)c1nc(C2CCNCC2)oc1-c1ccccc1	2.9
Cc1cnc(CNC(=O)c2csc([C@@H]3O[C@H](CO)[C@H](O)[C@H](O)[C@H]3O)n2)cn1	2.8
COc1ccccc1C=C1CCc2ccccc2C1=O	1.7
COc1ccc(/C=C2\N=C(c3ccccc3Cl)NC2=O)cc1	3.0
CC(=O)NC(c1cccc(F)c1)c1nc(-c2cccs2)cs1 (stereo not drawn)	0.5
O=C1Nc2ccccc2-n2nnnc2C1N1CCN(c2ccc(C(F)(F)F)cn2)CC1 (stereo not drawn)	2.5
Cc1cscc1-c1nc(NCC2CC2)nc2ccsc12	-2.7
CNc1cnc(-c2ccsc2)cn1	0.1
CC1(C(=O)NCc2ccccc2)CSCC(=O)N1C1CCN(Cc2ccccc2)CC1 (stereo not drawn)	-0.4
CCCCc1c(-c2ccccc2OC)ncn1Cc1c(Cl)cccc1Cl	2.1
NC(CCc1ccccc1)c1csc(Nc2ccc(C(=O)NCCO)cc2)n1 (stereo not drawn)	1.6
COCCN(CCOC)Cc1cc(=O)oc2cc(C)c(Cl)cc12	1.6
COc1cc(-c2cc3nc(NCCN(C)C)ccn3n2)cc(OC)c1OC	0.1
COc1cccc(CNC(=O)[C@@H]2CCCN2C(=O)[C@@H]2CCCN2)c1	1.7
Brc1cccc(-c2nc3c4ccccc4ccn3c2Cc2ccsc2)c1	-0.1
COc1ccc(CN2CCC2(C)C(=O)NCc2ccc3c(c2)OCO3)c2ccccc12 (stereo not drawn)	1.1
CC1(C(=O)NS(=O)(=O)c2ccccc2)CCN1C(=O)c1ccccc1CCc1ccccc1 (stereo not drawn)	2.0
COC(=O)[C@]12C[C@H](CC(=O)NCc3ccc(OC)c(OC)c3)C(=O)N(CCC3=CCCCC3)C1=C[C@H](COCc1ccccc1)O[C@@H]2C	0.4
Cc1ccc(C(O)c2ncc(-c3ccccc3Cl)[nH]2)cc1 (stereo not drawn)	2.9
Fc1ccc2cc(C3=CCCCC3)ncc2c1	3.1
Cc1ccc(S(=O)(=O)N2C[C@H]3[C@H]4C(=O)N(C5CCCCC5)C(=O)[C@H]4CC(=O)[C@H]3[C@@H]2c2ccccc2Cl)cc1	0.6
C=CCN=C1NC(CCc2ccccc2)C(C(=O)OC)=C(C)N1Cc1cccc(C(F)(F)F)c1 (stereo not drawn)	2.7
O=C(c1ccco1)N1CCN(C(=O)c2[nH]c(C(F)(F)F)nc2-c2ccccc2)CC1	0.2
O=S1(=O)N[C@@H](Cc2ccccc2)COc2cc(N3CCSCC3)ccc21	3.1
O=C1NC[C@H](CCCCN2CCN(Cc3ccccc3)C(=O)C2=O)N(CC2CCCCC2)C1=O	3.1
COc1ccc(NC(=O)Nc2cccc3[nH]c([C@@H]4O[C@H](CO)[C@@H](O)[C@H](O)[C@H]4O)nc23)cc1OC1CCCC1	2.9
c1ccc(Nc2ccc(NCCc3c[nH]c4ccccc34)cc2)cc1	1.3
CCc1nc2c(OCCOc3ccccc3)cccn2c1N(C)C(=O)c1ccccc1F	-1.8
CSCCC(C(=O)NC1CCCC1)n1c(-c2ccccn2)nc2ccccc21 (stereo not drawn)	0.7
OC[C@@H]1CN(Cc2ccc3c(c2)OCO3)C[C@H](n2cnc3c(NCc4ccco4)ncnc32)O1	0.5
CC(C)[C@@H]1Cc2[nH]c(=O)[nH]c(=O)c2[C@H](C)O1	3.5
CC(C)c1ccc(-n2nnnc2SCc2nc(N)nc(N)n2)cc1	-0.2
COc1ccc2c(CN(Cc3ccccc3)Cc3ccccc3)cc(=O)oc2c1	0.9
O=C(NC(C(=O)N1CCCC1C(=O)NC1CCCC1)c1ccccc1)c1cccs1 (stereo not drawn)	0.5
C[C@H](CO)N1C[C@H](C)[C@@H](CN(C)C(=O)NC2CCCCC2)OCc2cn(nn2)CCCC1=O	2.4
O=C(/C=C/[C@H]1O[C@@H](n2cnc3c(NC(=O)c4ccccc4)ncnc32)[C@H](O)[C@@H]1O)NCCCc1ccccc1	0.2
CCOC(=O)[C@]12CCC=C1N(CCC1=CCCCC1)C(=O)[C@H](CC(=O)NCc1ccc(C)o1)C2	-1.4
COc1ccc(C(C)(O)c2nc(-c3ccc(N(C)C)cc3)cs2)cc1 (stereo not drawn)	-0.8
Cc1c(C(=O)NCc2ccc(C(C)C)cc2)sc(=O)n1Cc1ccc(S(=O)(=O)N(C)C)cc1	3.8
O=C(O)c1cccc(-c2csc(C(O)(c3ccccc3)C(F)(F)F)n2)c1 (stereo not drawn)	-0.2

Next section, overlapping the part above by 4 compounds.
SMILES	phage Ecoli inh
CCOC(=O)[C@]12CCC=C1N(CCC1=CCCCC1)C(=O)[C@H](CC(=O)NCc1ccc(C)o1)C2	-1.4
COc1ccc(C(C)(O)c2nc(-c3ccc(N(C)C)cc3)cs2)cc1 (stereo not drawn)	-0.8
Cc1c(C(=O)NCc2ccc(C(C)C)cc2)sc(=O)n1Cc1ccc(S(=O)(=O)N(C)C)cc1	3.8
O=C(O)c1cccc(-c2csc(C(O)(c3ccccc3)C(F)(F)F)n2)c1 (stereo not drawn)	-0.2
CCCNC(=O)C1(C)CCN(C(=O)c2ccc3c(c2)CCO3)C1 (stereo not drawn)	2.1
CC1(C(=O)NS(=O)(=O)c2cccs2)CCN1C(=O)c1ccccc1 (stereo not drawn)	0.6
CCOC(=O)C1=CCN(S(=O)(=O)c2ccccc2Cl)C1c1cccc(F)c1 (stereo not drawn)	-1.5
CCOC(=O)C1=C[C@@H](c2ccccc2)N(S(=O)(=O)c2ccc(C)cc2)[C@H]1c1ccc(F)cc1	-1.0
NC(=O)c1c(N)[nH]c(C(=O)c2ccccc2)c1-c1ccccc1	-1.5
O=C(CC[C@H]1O[C@@H](n2ccc(=O)[nH]c2=O)[C@H](O)[C@@H]1O)N[C@H](Cc1ccccc1)C(=O)NCc1ccco1	-1.4
O=C(NCCc1ccccc1)C1Cc2c(-c3ccc4c(c3)OCO4)ccnc2O1 (stereo not drawn)	2.7
CCOc1cc(OCC)cc(C(=O)N2CCC[C@H]2C(=O)N2CCC[C@H]2C(=O)NCc2cccc(OC)c2)c1	3.3
CCOC(=O)C1=CC[C@@H](c2ccccc2)C(C#N)(C#N)[C@H]1/C=C/c1ccccc1	1.6
NC(Cc1ccc(O)cc1)C(=O)NN=Cc1ccccc1Cl (stereo not drawn)	4.0
CC(CC(=O)Nc1ccc2c(c1)c(=O)n(C)n2-c1cccs1)c1ccccc1 (stereo not drawn)	1.7
COc1ccc(OC)c(CN2C(=O)c3ccccc3C2c2nnnn2Cc2ccccc2)c1 (stereo not drawn)	3.0
C=CCNC(=S)N(C)[C@H]1C[C@H]2c3[nH]c4c(-c5ccccc5)cccc4c3CCN2C(=O)[C@H]1[C@H](C)O	1.1
CCCNC(=O)C1(C)CCN1C(=O)C1(c2ccccc2)CC1 (stereo not drawn)	2.5
Cc1ccc(S(=O)(=O)N2C[C@H]3C(=O)C[C@@H](c4ccc(Cl)cc4)N(S(=O)(=O)c4ccc(C)cc4)[C@H]3C[C@H]2c2cccc3ccccc23)cc1	-1.8
CC1(C(=O)NS(=O)(=O)c2ccccc2Cl)CCN1C(=O)C1(c2ccccc2)CC1 (stereo not drawn)	0.8
Cc1cccc(C)c1NC(=O)C1(C)CN(S(C)(=O)=O)CC(=O)N1CC(F)(F)F (stereo not drawn)	3.2
OC(c1ccc(F)c(F)c1)c1nc(-c2ccncc2)cs1 (stereo not drawn)	2.7
Cc1cc(NC(=O)c2cnccn2)no1	2.4
CS(=O)(=O)Nc1cccc(-c2ccc3nncn3c2)c1	1.2
Cc1cnc(CNC(=O)C2(C)CCCN2CC(C)C)cn1 (stereo not drawn)	1.1
Nc1ncnc2c1ncn2[C@@H]1O[C@H](C(=O)N(CCC2=CCCCC2)CC2CC2)[C@@H](O)[C@H]1O	2.6
CCCCCCC12C(=Cc3cc4c(cc31)OCCO4)c1cc(OC)c(OC)cc1C(CC(=O)NC1CCCCC1)N2C(=O)OC (stereo not drawn)	2.2
CC1=C(C(=O)N(C(C)C)C(C)C)CC(CC(=O)NCc2cccc3ccccc23)C(=O)N1Cc1ccc(F)cc1 (stereo not drawn)	-0.3
CCNC(=O)C1(C)CCN(C(=O)c2c(F)ccc(C)c2F)C1 (stereo not drawn)	2.6
Cc1cccc(C)c1-n1nnnc1C(c1ccnc2ccccc12)N(C)Cc1ccc(Cl)c(Cl)c1 (stereo not drawn)	3.7
Oc1ccccc1	4.1
COc1ccc(CNC(=O)CCS(=O)(=O)c2ccc3nc(C)sc3c2)cc1	1.5
COC(=O)c1ccc2nc(-c3cccc(Cl)c3)c(Cc3ccccc3C(F)(F)F)n2c1	2.2
COC(=O)[C@@]1(Cc2ccc(F)cc2)[C@H]2c3cc(C(=O)N4CCCC4)n(Cc4ccc(C)o4)c3C[C@H]2CN1C(=O)c1ccccc1	0.0
CC(C)C(=O)N1CCC1(C)C(=O)Nc1cccc(Oc2ccccc2)c1 (stereo not drawn)	4.0
CSc1ccc(CN2CCC2(C)C(=O)NCc2cccc(C(F)(F)F)c2)cc1 (stereo not drawn)	1.3
O=C(c1ccc(C(F)(F)F)cc1)N1CCC(=O)N([C@H](COCc2ccc(C(F)(F)F)cc2)Cc2ccccc2)CC1	0.9
Cc1cccc(C)c1NC(=O)C1(C)CCC(=O)N1c1cc(C(C)(C)C)nn1C (stereo not drawn)	1.3
CC(NC(=O)c1c(N)[nH]c(C(=O)c2ccc(Cl)cc2)c1-c1ccc(Br)cc1)c1cccc2ccccc12 (stereo not drawn)	1.7
Cc1cccc(S(=O)(=O)NC(=O)C2(C)CCN2C(=O)CCC2CCCC2)c1 (stereo not drawn)	3.4
Cc1ccc(C(=O)NCCN2CCC(n3c(=O)[nH]c4ccccc43)CC2)cc1C	0.2
O=C(NCCc1ccccc1)C1Cc2c(-c3ccccc3Oc3ccccc3)ccnc2O1 (stereo not drawn)	-0.1
COc1ccc(NC(=O)C2(C)CCN2Cc2csc3ccccc23)cc1OC (stereo not drawn)	0.2
COC(=O)[C@@H](Cc1ccccc1)NC(=O)[C@H]1O[C@@H](n2cnc3c(N)ncnc32)[C@H](O)[C@@H]1O	2.1
Cc1cccc(C)c1C(O)c1ncc(-c2ccc(Cl)cc2)[nH]1 (stereo not drawn)	0.6
COC(=O)[C@]12CCCCC=C1N(Cc1ccc(Cl)cc1Cl)C(=O)[C@H](CC(=O)NCCCN1CCCC1=O)C2	0.7
COc1cc2c(cc1OC)C(c1ccccc1)N(Cc1ccc(S(=O)(=O)NC(=O)c3ccco3)cc1)CC2 (stereo not drawn)	1.8
COC(=O)[C@]12C[C@H](CC(=O)NCc3cccc(C(F)(F)F)c3)C(=O)N(CCC3=CCCCC3)C1=C[C@H](C(C)(C)C)O[C@@H]2C	1.8
C[C@@H]1CN(C(=O)OC(C)(C)C)CCN1c1ccc(N2CC[C@@H](O)C2)c(C#N)c1	1.7

7 entries out of the list above, arranged by the value under phage Ecoli inh, falling.
Molecule | phage Ecoli inh
COC(=O)[C@@H](Cc1ccccc1)NC(=O)[C@H]1O[C@@H](n2cnc3c(N)ncnc32)[C@H](O)[C@@H]1O | 2.1
CC(NC(=O)c1c(N)[nH]c(C(=O)c2ccc(Cl)cc2)c1-c1ccc(Br)cc1)c1cccc2ccccc12 (stereo not drawn) | 1.7
CSc1ccc(CN2CCC2(C)C(=O)NCc2cccc(C(F)(F)F)c2)cc1 (stereo not drawn) | 1.3
O=C(c1ccc(C(F)(F)F)cc1)N1CCC(=O)N([C@H](COCc2ccc(C(F)(F)F)cc2)Cc2ccccc2)CC1 | 0.9
COC(=O)[C@]12CCCCC=C1N(Cc1ccc(Cl)cc1Cl)C(=O)[C@H](CC(=O)NCCCN1CCCC1=O)C2 | 0.7
Cc1cccc(C)c1C(O)c1ncc(-c2ccc(Cl)cc2)[nH]1 (stereo not drawn) | 0.6
Cc1ccc(C(=O)NCCN2CCC(n3c(=O)[nH]c4ccccc43)CC2)cc1C | 0.2

Next part:
SMILES	phage Ecoli inh
CC1(C(=O)NS(=O)(=O)Cc2cccc(Cl)c2)CCN1C(=O)C1CCCCC1 (stereo not drawn)	3.8
COc1ccc(-c2sc3ccccc3c2-c2cc(OC)ccc2C=O)cc1	1.0
CC(=O)OC1CC2C(C)(C)C(=O)C=CC2(C)C2CCC3(C)C(c4ccoc4)OC(=O)C4OC43C12C (stereo not drawn)	3.4
COCCN1C[C@@H](CO)O[C@@H](n2cnc3c(N4CCN(c5ccccc5)CC4)ncnc32)C1	1.8
COC(=O)[C@@]1(Cc2ccc(F)cc2)[C@H]2c3cc(C(=O)N4CCCC4)n(CCF)c3C[C@H]2CN1C(=O)c1ccccc1	2.0
CC1(C(=O)NCc2ccc3c(c2)OCO3)CCN1C(=O)Cc1cccs1 (stereo not drawn)	0.8
CCCCNC(=O)c1ccc2nc(CC)c(N(C)Cc3ccc(OC)cc3)n2c1	2.5
c1ccc(COc2ccc(-c3cc4nc(NCCCn5ccnc5)ccn4n3)cc2)cc1	2.5
CCC(c1nc2ccccc2[nH]1)n1c(-c2cnccn2)nc2ccccc21 (stereo not drawn)	2.5
C#CCNC(=O)C[C@@H]1C[C@@]2(C(=O)OCC)CCCC=C2N(Cc2ccccc2)C1=O	0.6
CCN1C(=O)[C@@H]2[C@@H]3CN(S(=O)(=O)c4ccc(C)cc4)[C@@H](c4ccccc4Cl)[C@@H]3C(=O)C[C@@H]2C1=O	0.4
COc1cc(C(O)c2nc(/C=C/c3ccc(C(F)(F)F)cc3)cs2)ccc1F (stereo not drawn)	2.1
CCOC(=O)N1CCN(C(=O)C[C@@H]2C[C@@]3(C(=O)OCC)CCCC=C3N(CCC3=CCCCC3)C2=O)CC1	0.7
